Screening data: PubChem, National Center for Advancing Translational Sciences (NCATS)
KB-3-1 tox: KB-3-1 parental cell cytotoxicity. Potency, µM (titrated, usually from 46.1 µM), without a hit: at the top dose activity change, negative = cytotoxic, most hits filed as cytotoxic. hit rate 1.4% among 400,000. KB-3-1 viability, CellTiter-Glo ATP luminescence, 72 h; also: potency is read from the fitted curve at half-maximal effect; % is scaled to controls: 0 for no effect and ±100 for the full control effect; nearly all actives have a fitted effect of over 60% in size
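Luminescent ATP read-out (CellTiter-Glo) measures survival of drug-naive KB-3-1 cells after 72 h compound exposure at 37 °C. Titration series was screened from lowest to highest concentration, with DMSO vehicle plates as background controls.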
SW480 rereplic: induces DNA re-replication in SW480 colon adenocarcinoma cells; SW480 DNA re-replication, Hoechst DNA content imaging, 48 h; Potency, µM (top dose mostly 46.1 µM), for the others: at the highest dose re-replication activation, most hits filed as activators; hit rate 1.8% among 340,000; AID 624297; also: potency is read from the fitted curve at half-maximal effect; % of control where 0% means no effect; nearly all actives have a fitted effect of over 55% in size
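Image-based DNA-content assay: after two days of treatment, nuclei were labelled with the DNA dye Hoechst and imaged, and hits were compounds raising the count of nuclei showing high fluorescence intensity.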
IL-1B inflam inh: inflammasome signaling inhibition, IL-1 beta readout | hit rate 4.7% among 360,000 | THP-1 LPS/ATP IL-1B secretion, AlphaLISA, 16 h; hits give low values | AID 743279 | activity change, % at 57.5 µM; in the data active = activity change below about -50%; inconclusive = mostly about -30% to -49%; also: % is scaled to controls: 0 for no effect and ±100 for the full control effect
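THP-1 cells pretreated 1 hr with compounds (up to 57.5 uM final), then stimulated with LPS (250 ng/mL final) plus ATP (1.25 mM final); secreted IL-1B measured by AlphaLISA after 16 hr, decreased signal indicating inhibition.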
HT1080 IDH1KD tx: kills HT-1080 cells with IDH1 knockdown. hit rate 2% among 360,000. HT-1080 IDH1 knockdown viability, ATP luminescence, 48 h. Potency, µM (titrated, usually from 46.1 µM), without a hit: at the highest dose activity, negative = toxicity, actives largely listed as cytotoxic;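 also: potency is read from the fitted curve at half-maximal effect; 0% = DMSO wells and -100% = cell-free medium wells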
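% activity derives from luminescence (CellTiter-Glo), normalised to DMSO and no-cell wells. HT-1080-IDH1KD cells, 750/well, had 48 h compound exposure at 37 °C.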
MCF10A rerep: DNA re-replication induction in MCF 10a cells; Potency, µM (titrated, usually from 46.1 µM), for the others: at the highest dose activity, positive = re-replication, actives largely listed as activators; hit rate 2.9% among 350,000; MCF 10A DNA re-replication, Hoechst nuclear intensity, 48 h; also: potency is read from the fitted curve at half-maximal effect; % of control where 0% means no effect; nearly all actives have a fitted effect of over 50% in size
GLP1R cytotox: cytotoxicity counter-screen for GLP-1 receptor inverse agonists; HEK293 cAMP-luciferase reporter cells, luminescence, 24 h; Potency, µM (highest dose often 38.3 µM), inactives show top-dose activity change, negative = inhibition, hits mostly inhibitors; hit rate 0.13% among 410,000; AID 624418;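 also: loss of luciferase light is scored as toxicity; potency is read from the fitted curve at half-maximal effect; % is scaled to controls: 0 for no effect and ±100 for the full control effect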
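Cells in DMEM/10% Nu serum/1% pen-strep, 1536-well format. Pre-incubated 12 h, dosed with 23 nL compound, incubated a further 24 h. Luciferase detection, 12 min at room temp, luminescence.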
DRD3 agonist: activates the human D3 dopamine receptor; D3R DiscoveRx beta-arrestin cells, luminescence, 90 min; max activation, %; hit rate 0.58% among 410,000; in the data active = max activation above about 30%; also: 0% is about no effect; mostly tested at two doses, the higher about 12 µM
Target sequence (P35462 whole entry, looked up): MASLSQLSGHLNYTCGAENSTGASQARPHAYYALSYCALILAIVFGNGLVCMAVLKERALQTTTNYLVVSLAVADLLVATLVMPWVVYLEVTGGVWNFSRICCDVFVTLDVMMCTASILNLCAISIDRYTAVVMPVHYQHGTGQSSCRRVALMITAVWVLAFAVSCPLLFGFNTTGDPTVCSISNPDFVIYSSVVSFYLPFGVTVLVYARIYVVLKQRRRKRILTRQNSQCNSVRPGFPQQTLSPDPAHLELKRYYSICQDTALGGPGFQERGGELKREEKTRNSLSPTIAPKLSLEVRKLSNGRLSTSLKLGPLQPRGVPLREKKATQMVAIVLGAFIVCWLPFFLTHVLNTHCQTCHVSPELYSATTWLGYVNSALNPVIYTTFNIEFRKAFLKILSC
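Agonist-mode cell screen: cells plated at 1500/well and incubated overnight at 37 °C, then exposed to library compounds for 90 min at 37 °C. Detection reagent was added for 30–60 min at room temperature, and luminescence was read.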
HT1080-NT tox: kills 2HG-producing HT-1080-NT fibrosarcoma cells. HT-1080-NT fibrosarcoma viability, CellTiter-Glo ATP luminescence, 48 h. Potency, µM (highest dose often 46.1 µM), for inactives: at the top dose activity, negative = less viability, most hits filed as cytotoxic. hit rate 1.6% among 360,000. AID 686970;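 also: NT is the 2HG producing partner of a matched IDH1 knockdown line; potency is read from the fitted curve at half-maximal effect; 0% = DMSO-treated cells and -100% = media-only wells without cells; nearly all actives have a fitted effect of over 55% in size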
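Compounds were tested in concentration-response format on HT-1080-NT cells for 48 hours at 37 degrees C. Cell viability came from CellTiter-Glo luminescence; curves were classified by r2, response magnitude and activity.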
KB-V1 cytotox: kills drug-selected multidrug resistant KB-V1 cells | AID 1347076 | hit rate 3.4% among 400,000 | Potency, µM (highest dose often 46.1 µM), inactives show at the top dose activity change, negative = cytotoxicity, usual class: cytotoxic | KB-V1 MDR cells viability, CellTiter-Glo, 72 h; also: potency is read from the fitted curve at half-maximal effect; % is scaled to controls: 0 for no effect and ±100 for the full control effect; nearly all actives have a fitted effect of over 60% in size
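KB-V1, DMEM (no phenol red) + 10% FBS; cpd pin-transferred, titration series; 72 h, 37 degrees C; CellTiter-Glo, luminescence. Data normalized, curve-fit.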
The depositor's hits bear a star; ? = inconclusive; / = no result given; & = joins results of further samples; [ ] = dose if it differs, or a comment. Unless noted, calls follow the shape of the dose curve; as a rule, active = well fitted curve in the direction sought with a large enough effect; inconclusive = small, poorly fitted or top-dose-only effect, or another doubt; inactive = no such curve, though single readings can be large; an effect the other way counts as inactive or inconclusive. Rows are unselected; about 11% have a hit in one of these screens.

structure	KB-3-1 tox	SW480 rereplic	IL-1B inflam inh	HT1080 IDH1KD tx	MCF10A rerep	GLP1R cytotox	DRD3 agonist	HT1080-NT tox	KB-V1 cytotox
COc1ccc(C2=NCCn3c2c2ccc(C(F)(F)F)cc2[n+]3[O-])cc1	7%	-1%	24	1%	-2%	0%	-4	22%	0%
Clc1ccc(C2=CSC3=NCCN23)cc1Cl	-12%	-6%	0	-18%	-11%	?	0	-25%	-24%
Cc1occc1C(=O)NNC(=O)CN1C(=O)NC2(CCCCC2)C1=O	9%	-2%	5	-3%	2%	7%	-12	-8%	-1%
Cc1ccc(C(=O)Nc2nc(-c3ccc([N+](=O)[O-])cc3)cs2)o1	18%	-33%[inhibitor]	-8	16%	2%	-9%	3	29%	0%
Cc1ccccc1N(CC(=O)NC(C)(C)C)C(=O)CS(=O)CC(=O)Nc1ccc2c(c1)OCO2 (configuration not stated)	-16%	12%	-27	-3%	-19%	1%	-36	-2%	-5%
O=C(COC(=O)c1ccccc1SCC(=O)N1CCCC1)NC1CCCCC1	12%	4%	23	13%	-1%	-1%	1	6%	-27%
COc1ccc2nc(SCC(=O)C(C)(C)C)[nH]c2c1	0%	-19%	-9	4%	1%	-12%	-6	8%	0%
Cc1nc(NC(=O)CN(C)S(=O)(=O)c2ccc(Cl)cc2)sc1C	-7%	7%	-4	?	-4%	0%	3	-2%	15µM*
CN1CCN(C2CCN(c3ccc(Nc4nnc(Cl)c(Nc5ccccc5S(C)(=O)=O)n4)c(OC(CF)CF)c3)CC2)CC1	-4%	?	-11	-16%	3%	18%	-24	-4%	0%
COc1ccc(NC(=O)CNS(=O)(=O)c2cccs2)cc1	16%	-2%	20	5%	9%	4%	-3	3%	20%
CCCCn1c(C(C)NC(=O)COC)nc2ccccc21 (configuration not stated)	-3%	1%	0	2%	5%	-1%	-3	-3%	-18%
N#CC1(Cc2ccc([N+](=O)[O-])cc2)c2ccccc2C=CN1C(=O)c1ccccc1 (configuration not stated)	4%	8%	-20	7%	25%	18%	4	10%	-3%
COc1ccc(-n2c(COc3ccccc3)nnc2SCc2ccc(C#N)cc2)cc1	-17%	0%	?	-16%	10%	-8%	-1	-15%	?
Cc1cc(OCC(=O)Nc2ccccn2)c2c(C)cc(=O)oc2c1	26%	?	-54*	5%	3%	3%	8	18%	18%
COc1cc(C2N(C)C(=O)c3ccccc3N2C)ccc1O (configuration not stated)	-1%	6%	21	0%	1%	-8%	7	10%	?
COc1ccccc1NS(=O)(=O)c1ccc(N/N=C(\C)C(C)C)c([N+](=O)[O-])c1	?	3%	-12	-8%	-1%	-30%	-1	-4%	12µM*
CSc1ccccc1NC(=O)CSc1nnnn1-c1ccccc1SC	-1%	-7%	-5	2%	7%	-23%	2	-2%	-4%
COCCn1c(-c2cc(OC)c(OC)c(OC)c2)nc2oc3ccccc3c(=O)c2c1=O	0%	21%	-6	-24%	?	4%	-7	-15%	0%
N#C/C(C(=O)Oc1ccccc1)=C1/Nc2ccccc2-c2ccccc21	-1%	7%	-12	11%	24%	23%	-3	-1%	-2%
COc1ccc(C2=CC(c3ccccc3Cl)n3nc(-c4ccc(Cl)cc4)nc3N2)cc1 (configuration not stated)	-7%	/	/	/	/	276%[activator]	-9	/	1%
CCC(c1nc2ccccc2[nH]1)n1c(=O)c(-c2ccccc2)nc2ccccc21 (configuration not stated)	-9%	/	-21	0%	/	-15%	-2	?	-25%
COC(=O)CC1C(=O)NCCN1C(=O)CSc1nc2ccccc2o1 (configuration not stated)	-13%	-4%	14	7%	0%	7%[0.307 µM]	3	1%	1%
O=C(COC(=O)c1ccccc1Cl)NC1CCCCCCC1	10%	-2%	16	0%	0%	-5%	5	10%	19%
COC(=O)c1c(NC(=O)COC(=O)Cn2cnc3ccccc32)sc(C)c1C	2%	-3%	2	-9%	-5%	0%	-3	9%	-1%
CCCC(C(=O)NC(C)(C)C)N(C(=O)c1snc(C(N)=O)c1N)c1ccc2c(c1)OCCO2 (configuration not stated)	0%	1%	-17	-18%	?	-15%	4	-10%	2%
O=C(NC(=O)c1csnn1)Nc1ccccc1Cl	-2%	2%	0	16%	-1%	5%	-16	0%	-1%
O=C(/C=C/c1cccnc1)c1ccc([N+](=O)[O-])cc1	-14%	?	-21	-25%	?	3%	0	?	-3%
O=C(NC(=S)NCCC1=CCCCC1)c1cncc(Br)c1	42%	1%	31	3%	?	?	-1	4%	?
CC(=O)Nc1ccc(NC(=O)c2csnn2)cc1	5%	/	/	/	/	2%	2	/	38%
Cc1ccc(C)c(N(C)S(=O)(=O)c2cccc3nsnc23)c1	14%	-4%	-7	-3%	6%	-1%	2	-15%	-3%

Some of the entries above, reformatted:
COc1ccc2nc(SCC(=O)C(C)(C)C)[nH]c2c1
  KB-3-1 tox: 0%
  SW480 rereplic: -19%
  IL-1B inflam inh: -9
  HT1080 IDH1KD tx: 4%
  MCF10A rerep: 1%
  GLP1R cytotox: -12%
  DRD3 agonist: -6
  HT1080-NT tox: 8%
  KB-V1 cytotox: 0%

COc1ccc(C2=CC(c3ccccc3Cl)n3nc(-c4ccc(Cl)cc4)nc3N2)cc1 (configuration not stated)
  KB-3-1 tox: -7%
  SW480 rereplic: /
  IL-1B inflam inh: /
  HT1080 IDH1KD tx: /
  MCF10A rerep: /
  GLP1R cytotox: 276%[activator]
  DRD3 agonist: -9
  HT1080-NT tox: /
  KB-V1 cytotox: 1%

CCC(c1nc2ccccc2[nH]1)n1c(=O)c(-c2ccccc2)nc2ccccc21 (configuration not stated)
  KB-3-1 tox: -9%
  SW480 rereplic: /
  IL-1B inflam inh: -21
  HT1080 IDH1KD tx: 0%
  MCF10A rerep: /
  GLP1R cytotox: -15%
  DRD3 agonist: -2
  HT1080-NT tox: ?
  KB-V1 cytotox: -25%

The list continues.
structure	KB-3-1 tox	SW480 rereplic	IL-1B inflam inh	HT1080 IDH1KD tx	MCF10A rerep	GLP1R cytotox	DRD3 agonist	HT1080-NT tox	KB-V1 cytotox
Cc1ccc(C(=O)N2CCN(CCNC(=O)C(=O)NCc3ccc(Cl)cc3)CC2)cc1	1%	30%	0	17%	14%	-8%	-20	29%	-15%
C[C@@H](NC(=O)CN1C(=O)c2ccccc2S1(=O)=O)c1ccccc1	2%	-28%	8	9%	-5%	-5%	8	11%	25%
Nc1cc(C(Cl)=C(Cl)Cl)c(S(N)(=O)=O)cc1S(N)(=O)=O	0%	-3%	36	0%	-9%	-2%	4&6&-16	23%	-4%
CCC1(CC)C(=O)N=C2c3ccccc3C(=O)N21	14%	-2%	19	3%	-8%	-2%	5	7%	-5%
Cc1cccc(C)c1NC(=O)C1CCCN1C(=O)Nc1cccc(F)c1 (configuration not stated)	6%	1%	14	12%	-1%	-3%	21	16%	-6%
Cc1cc(C)c2sc(N(CCN(C)C)C(=O)c3ccc4ccccc4c3)nc2c1	-1%	2%	-11	1%	1%	8%	-13	-3%	2%
CC(=NNC(=S)N(Cc1ccccn1)Cc1ccccn1)c1cnccn1	?	?	104	0.58µM*	4.6µM*	4.5µM*	0	?	13µM*
COc1cccc(NC(=O)CN2C(=O)C(c3ccc(C)cc3)=NC23CCCCCC3)c1	0%	1%	5	4%	-6%	3%	-1	3%	-1%
CC1CCCC(C)N1C(=O)COC(=O)c1cc(F)c(F)cc1Cl (configuration not stated)	8%	2%	-3	11%	5%	5%	4	9%	4%
Cc1c(C(=O)NCc2cccnc2)sc2ncn(CC(=O)N3CCCCC3C)c(=O)c12 (configuration not stated)	3%	-5%	27	10%	-1%	5%	0	4%	27%

Reprinted from the part before: five compounds, then new ones.
structure	KB-3-1 tox	SW480 rereplic	IL-1B inflam inh	HT1080 IDH1KD tx	MCF10A rerep	GLP1R cytotox	DRD3 agonist	HT1080-NT tox	KB-V1 cytotox
Cc1cc(C)c2sc(N(CCN(C)C)C(=O)c3ccc4ccccc4c3)nc2c1	-1%	2%	-11	1%	1%	8%	-13	-3%	2%
CC(=NNC(=S)N(Cc1ccccn1)Cc1ccccn1)c1cnccn1	?	?	104	0.58µM*	4.6µM*	4.5µM*	0	?	13µM*
COc1cccc(NC(=O)CN2C(=O)C(c3ccc(C)cc3)=NC23CCCCCC3)c1	0%	1%	5	4%	-6%	3%	-1	3%	-1%
CC1CCCC(C)N1C(=O)COC(=O)c1cc(F)c(F)cc1Cl (configuration not stated)	8%	2%	-3	11%	5%	5%	4	9%	4%
Cc1c(C(=O)NCc2cccnc2)sc2ncn(CC(=O)N3CCCCC3C)c(=O)c12 (configuration not stated)	3%	-5%	27	10%	-1%	5%	0	4%	27%
Cc1ccc(S(=O)(=O)/N=C(\N)c2ccc(Cl)cc2)cc1	-3%	8%	-4	-8%	10%	7%	0	-13%	-1%
CCn1nc(C(=O)Nc2ccc(Cl)c(S(=O)(=O)N3CCOCC3)c2)c2ccccc2c1=O	-12%	-31%[inhibitor]	16	-4%	-13%	-2%	-13	-8%	?
NC(=O)C1(N2CCCCC2)CCN(S(=O)(=O)c2ccccc2)CC1	1%	-4%	2	0%	2%	-1%	5	9%	-7%
CCCn1c(=O)c2ccccc2n2c(SCC(=O)c3ccccc3)nnc12	-7%	-1%	-10	-3%	-4%	9%	3	-3%	6%
CN(C)c1ccc(NC(=O)CCCCCn2nnc3ccccc3c2=O)cc1	0%	12%	17	2%	2%	-4%	2	1%	8%
CC(=O)n1ccnc1	0%	11%	12	8%	8%	1%	14	18%	16%
COc1ccccc1NS(=O)(=O)c1ccc(C(=O)NCC(c2ccco2)N2CCCCC2)cc1 (configuration not stated)	-28%	2%	21	0%	19%	-7%	-20	3%	-10%
Nn1cc(-c2ccccc2)nc1SCC(=O)NCC(F)(F)F	-2%	-19%	0	3%	8%	-3%	-4	-1%	0%
